FBW7 activator = FBW7 E3 ligase activators, primary screen, biochemical, AlphaScreen, human | F-box/WD repeat-containing protein 7 (Homo sapiens), Q969H0 | AlphaScreen FBW7–phospho-cyclin E peptide binding, activator screen | normalized activity (activation), % at 26.1 µM | 650,000 compounds, 0.13% hits; in the data active means normalized activity above about 1.9%;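 further: purified mutant Fbw7 with reduced substrate affinity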
Target sequence (Q969H0 whole entry, looked up): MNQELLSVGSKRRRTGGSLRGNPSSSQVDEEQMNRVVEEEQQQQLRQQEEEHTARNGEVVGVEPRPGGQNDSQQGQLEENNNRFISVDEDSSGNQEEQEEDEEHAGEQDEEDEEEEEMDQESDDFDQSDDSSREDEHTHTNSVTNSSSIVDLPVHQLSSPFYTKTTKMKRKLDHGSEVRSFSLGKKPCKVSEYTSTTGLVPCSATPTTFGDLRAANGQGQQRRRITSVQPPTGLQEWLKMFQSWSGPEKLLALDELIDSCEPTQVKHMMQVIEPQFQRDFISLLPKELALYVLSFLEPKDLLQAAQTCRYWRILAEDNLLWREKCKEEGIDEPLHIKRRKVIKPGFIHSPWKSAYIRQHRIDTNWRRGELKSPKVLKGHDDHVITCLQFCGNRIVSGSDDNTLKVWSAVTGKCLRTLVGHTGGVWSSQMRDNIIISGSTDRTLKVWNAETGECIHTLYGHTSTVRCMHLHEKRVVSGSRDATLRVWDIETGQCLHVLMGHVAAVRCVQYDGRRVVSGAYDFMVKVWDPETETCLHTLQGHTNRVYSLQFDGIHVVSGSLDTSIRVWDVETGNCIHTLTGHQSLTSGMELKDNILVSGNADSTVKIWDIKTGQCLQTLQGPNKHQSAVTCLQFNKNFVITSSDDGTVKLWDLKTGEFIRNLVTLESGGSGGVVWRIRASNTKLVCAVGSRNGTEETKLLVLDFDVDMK
MITF primary = MITF inhibitors, primary screen, biochemical, AlphaScreen, human; Microphthalmia-associated transcription factor (Homo sapiens), O75030; 650,000 compounds, 0.91% hits; inhibition, % at 2.6 µM; AID 1259374, 2018; AlphaScreen MITF homodimerization, bead proximity signal; in the data active means inhibition above about 50%;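 further: 0% = vehicle wells with protein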
GPR151 activ = activators of human GPR151, primary screen, cell-based, PathHunter beta-arrestin, luminescence. PathHunter beta-arrestin GPR151 cells. 650,000 compounds, 1% hits. activation, % at 11.2 µM. AID 1508602, 2020. G-protein coupled receptor 151 (Homo sapiens), Q8TDV0; in the data active means activation above about 4.9%;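 further: 0% = median of compound wells and 100% = cells with positive control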
Target sequence (Q8TDV0 whole entry, looked up): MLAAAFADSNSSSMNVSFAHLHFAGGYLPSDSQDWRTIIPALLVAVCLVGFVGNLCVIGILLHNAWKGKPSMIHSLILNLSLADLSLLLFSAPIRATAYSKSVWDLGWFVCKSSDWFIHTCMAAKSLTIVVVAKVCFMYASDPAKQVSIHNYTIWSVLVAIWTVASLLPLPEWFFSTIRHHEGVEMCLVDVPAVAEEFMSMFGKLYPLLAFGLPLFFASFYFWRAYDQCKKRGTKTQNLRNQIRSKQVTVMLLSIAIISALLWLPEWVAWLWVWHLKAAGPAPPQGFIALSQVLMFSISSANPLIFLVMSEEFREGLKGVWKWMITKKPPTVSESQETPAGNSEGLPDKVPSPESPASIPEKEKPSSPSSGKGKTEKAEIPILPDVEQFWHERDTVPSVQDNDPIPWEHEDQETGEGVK
TEAD-YAP block = TEAD-YAP interaction inhibition, primary screen, TEAD-YAP interaction inhibitor project, luminescence, HEK-TIYL cells. TEAD-Gal4/YAP UAS-luciferase luminescence. inhibition, % at 9.12 µM. 640,000 compounds, 1.4% hits; in the data active means inhibition above about 32%;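 further: 0% = median of test compound wells and 100% = reference inhibitor wells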
* marks the source's active call; other numbers are inactive results. Hits appear at their usual frequency; overall some 3.4% were active at least once.

SMILES	FBW7 activator	MITF primary	GPR151 activ	TEAD-YAP block
O=C(COc1ccccc1[N+](=O)[O-])OCC(=O)c1ccccc1	0.4	12.1	-0.6	-1.4
O=C(Nc1cccc2ccccc12)c1cc2n(n1)C(C(F)(F)F)CC(c1cccs1)N2 (stereo not given)	0.1	13.6	-1.9	-8.5
CNC(=S)N(Cc1ccco1)C1CC(=O)N(c2ccc(C(=O)OC)cc2)C1=O (stereo not given)	0.1	13.8	0.9	-1.9
O=C1C(=O)N(CCN2CCOCC2)C(c2ccc(Br)cc2)/C1=C(/O)c1ccc(S(=O)(=O)N2CCOCC2)cc1 (stereo not given)	-0.1	-8.1	1.3	9.2
CCn1c(COc2cccc(C)c2)nnc1SCC(=O)N1CCCCC1C (stereo not given)	0.2	-1.4	-0.5	-2.3
NC(=O)CN1CCC(c2ccccc2F)CC1	0.0	25.7	-0.2	-6.1
Cc1cc(=O)n2nc(N3CCCC(C(=O)O)C3)sc2n1 (stereo not given)	-0.1	8.8	-0.7	0.5
COCCCn1c(SCC(N)=O)nnc1-c1ccncc1	0.1	-1.0	-0.8	10.2
O=C(Nc1ccc(-c2nc3ccccc3s2)c(O)c1)c1cc(=O)c2ccccc2o1	-0.1	-15.3	0.9	-7.8
COc1cccc(C2C(C#N)=C(N)N(c3c(F)cccc3F)C3=C2C(=O)CC(C)(C)C3)c1 (stereo not given)	-0.1	-3.3	-0.5	0.6
CCC(C)NC(=O)NC(=O)CSc1nc(N)cc(N)n1 (stereo not given)	-0.2	-5.2	2.2	-1.7
C=CCNS(=O)(=O)c1ccc([N+](=O)[O-])cc1	-0.2	7.6	1.1	10.3
CC(=O)N1CCC(C(=O)NC(c2ccccc2)c2ccsc2)CC1 (stereo not given)	0.2	-7.0	1.5	-0.7
O=C(NCc1ccccc1)c1cc(=O)c(OCc2ccc(F)cc2)co1	0.1	1.8	0.2	-4.6
CCC1(C)Cc2nc3sc4c(=O)[nH]cnc4c3cc2CO1 (stereo not given)	0.2	26.8	1.3	-12.8
COCCN(Cc1c(C(=O)N2CCCCCCC2)nc2ccc(Cl)cn12)C(C)C	0.1	7.7	0.2	7.8
O=C(NC(=S)Nc1ccc2oc(-c3cccc(I)c3)nc2c1)c1ccco1	0.8	-5.3	-0.2	-23.9
CCOc1ccc(S(=O)(=O)NCCO)cc1-c1nc2c(C(C)(C)C)nn(C)c2c(=O)[nH]1	0.0	-5.0	0.2	0.8
CC(=O)Nc1nnc(-c2cccc(Br)c2)s1	0.0	-0.6	1.2	0.0
O=C(CSc1nnc(-c2cccc(F)c2)n1-c1ccccc1)NC1CCCCC1	-0.1	-5.5	1.3	5.3
O=C(NC(=S)NCc1cccnc1)c1ccccc1I	0.1	0.0	0.4	20.9
Cc1cc(Cl)ccc1S(=O)(=O)N1CCOCC1	0.1	5.6	-0.2	-6.1
COc1ccc(-c2c(OC(=O)c3cc(OC)c(OC)c(OC)c3)ccc3oc(=O)sc23)cc1	-0.3	8.5	0.8	-12.1
COc1ccccc1-c1nnc(NC(=O)c2ccc(Cl)cc2Cl)o1	0.0	-1.5	0.5	-2.7
Cc1ccc(/C=C2\C(=O)NC(=O)N(c3cccc(Br)c3)C2=O)cc1	-0.1	0.6	-0.1	3.4
CC(=O)Nc1ccc(SCc2csc(CC(=O)Nc3cc(C)ccc3C)n2)cc1	0.3	-18.6	0.8	8.4
CC[C@H](C)[C@@H]1NC(=O)[C@@H]2C[C@H](NCc3cc(F)ccc3F)CN2C1=O	0.0	11.7	-0.1	-1.0
CCN=C1SC(CC(=O)Nc2sc(CC)cc2C(=O)OCC)C(=O)N1CC (stereo not given)	0.3	5.1	0.0	9.9
COCC(C)Nc1nc(-c2ccc(Cl)cc2)cs1 (stereo not given)	-0.3	6.2	2.3	-48.6
CCC(=O)N(c1nnc(-c2ccncc2)s1)C1CCCC1	-0.1	14.0	-0.5	-7.7

Reprinted from the part before: 3 compounds, followed by the next part.
SMILES	FBW7 activator	MITF primary	GPR151 activ	TEAD-YAP block
CCN=C1SC(CC(=O)Nc2sc(CC)cc2C(=O)OCC)C(=O)N1CC (stereo not given)	0.3	5.1	0.0	9.9
COCC(C)Nc1nc(-c2ccc(Cl)cc2)cs1 (stereo not given)	-0.3	6.2	2.3	-48.6
CCC(=O)N(c1nnc(-c2ccncc2)s1)C1CCCC1	-0.1	14.0	-0.5	-7.7
CC1(C2CCN(Cc3cn[nH]c3-c3ccccc3)CC2)NC(=O)NC1=O (stereo not given)	0.1	4.1	0.1	-3.1
O=C(Nc1ccc(F)cc1)NC1CCCCC1NC(=O)Nc1ccc(F)cc1 (stereo not given)	0.1	-8.8	2.1	12.6
CCCc1cc(=O)[nH]c(SCC(=O)N(C)CC(=O)Nc2ccc(C)cc2)n1	0.0	13.8	-0.3	4.3
CC1(C)CC(=O)C(C(=O)Cc2ccccc2)=C(N2CCCC2)C1	0.3	-12.0	-1.3	3.7
CCCC(=O)Nc1ccc(Cl)c(NC(=S)NC(=O)CC)c1	-0.1	15.3	2.6	8.3
O=C(O)c1ccccc1-c1ccccc1C(=O)Nc1nc2ccccc2s1	0.0	5.6	1.0	5.3
O=C(c1n[nH]c2c1CCC2)N1CCC(n2c(CC3CCCC3)nc3cccnc32)CC1	-0.1	-2.2	2.2	-12.2
CCNc1nc(C(=O)NCCOc2ccccc2)cs1	0.1	16.7	-1.6	-50.4
NC(=O)c1c(NC(=O)c2c(F)cccc2F)sc2c1CCCC2	-0.1	6.6	0.4	-66.7
N#CC1=C2Sc3ccccc3N2C(=N)/C(=C2\Nc3ccccc3S2)C1c1ccc(Cl)cc1 (stereo not given)	0.0	6.5	-0.8	-9.8
Cn1c(SCC(=O)Nc2ccc3cn[nH]c3c2)nnc1-c1cccs1	0.0	0.6	0.8	5.5
O=C(Nc1cc(Cl)cc(Cl)c1)C1C2C=CC3(O2)C1C(=O)N(CCc1ccccc1Cl)C3C(=O)NC1CCCCC1 (stereo not given)	-0.1	-28.4	-0.1	-16.6
CCS(=O)(=O)Nc1cccc(N2CCC(NCCCOc3cccnc3)CC2)c1	0.0	1.8	-0.1	1.1
COc1ccc(/C=N\NC(=O)c2ccc(S(=O)(=O)N3CCCCC3)cc2)cc1OC	0.0	-10.3	1.5	-4.3
O=C(CN(c1cc(Cl)ccc1Cl)S(=O)(=O)c1ccccc1)Nc1cccnc1	0.7	7.5	-0.9	13.0
CC1CCC2(CC1)NC(=O)c1ccccc1N2C (stereo not given)	0.3	-13.6	3.4	3.2
O=C(N/C(=N\c1nc2ccccc2o1)NC(=O)c1ccccc1)Nc1cccc(Cl)c1	0.0	1.3	0.4	-3.8
N#Cc1ccc(CSc2nnc(-c3ccoc3)o2)cc1	-0.2	-3.8	-0.3	1.1
Cc1cccc(C)c1NC(=O)N1CCCC(C(N)=O)C1 (stereo not given)	0.5	-8.5	2.3	-1.3
COC(=O)C1=C(N)OC2=C(C(=O)CC(c3ccccc3)C2)C1c1cccc(OC)c1OC (stereo not given)	-0.1	3.6	0.2	2.4
COc1cc(OC)nc(Oc2ccccc2/C=N/NC(=O)C(C)C)n1	0.0	-10.7	-1.8	-10.9
Cc1cc2c(cc1S(=O)(=O)N1CCC(N3CCCCC3)CC1)OCC(=O)N2	0.0	3.3	-0.1	-0.9
CCCCNc1nc(SCC(=O)Nc2ccc(OCC)cc2)nc2ccccc12	0.1	1.8	0.7	17.1
Cc1ccccc1-n1c(=O)c(C#N)cc2c(=O)n3cccc(C)c3nc21	0.0	3.9	3.3	3.2
CN(C)CCOc1ccc(-c2ccc(C=O)cc2)cn1	-0.4	16.1	2.1	-23.0
CCOC(=O)c1ccc(/C=N/O)[n+](Cc2ccccc2)c1	0.2	-4.5	-0.9	-2.7
COc1ccc2cccc(NC(=O)c3c(-c4ccccc4Cl)noc3C)c2n1	-0.1	3.0	2.1	-18.9
Cc1cc(C)c2c(n1)sc1c(-c3ccccc3)onc12	-0.1	-3.0	0.0	2.2
O=C(c1cnccc1Nc1ccc2[nH]ncc2c1)N1CCOCC1	0.2	3.8	0.2	-1.8
NS(=O)(=O)c1cccc(NC(=O)c2ccccc2I)c1	-0.1	-3.6	-1.1	-4.1

Reformatted: 2 of the compounds above.
Below each SMILES – FBW7 activator | MITF primary | GPR151 activ | TEAD-YAP block
> Cc1cccc(C)c1NC(=O)N1CCCC(C(N)=O)C1 (stereo not given)
    0.5 | -8.5 | 2.3 | -1.3
> COC(=O)C1=C(N)OC2=C(C(=O)CC(c3ccccc3)C2)C1c1cccc(OC)c1OC (stereo not given)
    -0.1 | 3.6 | 0.2 | 2.4

Following part.
SMILES	FBW7 activator	MITF primary	GPR151 activ	TEAD-YAP block
Cc1cccc(NC(=O)COc2ccccc2C=C2C(=O)NC(=S)NC2=O)c1	0.2	34.4	-0.4	-75.5
O=c1oc2cc(O)ccc2cc1S(=O)(=O)c1ccc(Cl)cc1	-0.1	-5.8	-0.1	5.8
COc1cc(/C=C2\C(=O)NC(=O)N(c3ccccc3)C2=O)cc([N+](=O)[O-])c1O	-0.2	11.9	-0.8	4.5
COc1ccc(CC(=O)NCCc2cc3c(OC)ccc(OC)c3[nH]c2=O)cc1OC	0.4	10.2	0.9	19.0
O=C(CN1C(=O)c2cccc3cccc(c23)C1=O)NCCCN1CCOCC1	-0.4	13.3	-0.3	-9.2
COc1cccc(-n2c(=S)sc3c(=O)n(-c4ccc(F)cc4)c(SCC(=O)Nc4nccs4)nc32)c1	0.0	-1.4	-0.6	-17.5
Cc1cc(C)nc(NC(=O)/C=C/c2ccc3c(c2)OCO3)n1	0.1	-3.3	-1.3	-26.9
CCn1c(COc2cccc(C)c2C)nnc1SCC(=O)OC	0.3	-1.0	1.1	1.9
CN(Cc1cc([N+](=O)[O-])c2cccnc2c1O)C1CCCCC1	-0.6	113.8*	-1.9	28.7
Oc1ccc(N=Nc2ccccc2-c2nn[nH]n2)c(O)c1	-0.1	-70.1	-1.7	-8.4
CNC(=O)CSc1nnc(-c2cnccn2)n1C	0.0	-0.6	-0.3	-10.2
CCOc1ccc(S(=O)(=O)n2cc(C)nc2-c2ccccc2)cc1	-0.1	3.5	-0.7	-3.1
O=C(CSc1ncn[nH]1)c1cc(Cl)ccc1Cl	-0.2	-4.9	0.7	-7.6
Cc1cccc(N2CCN(C(=O)c3ccc(S(=O)(=O)Cc4ccccc4F)c([N+](=O)[O-])c3)CC2)c1C	-0.2	14.2	-0.3	12.3
COc1ccc(N2CCN(CCCNC(=O)c3oc(=O)c4ccccc4c3-c3ccccc3)CC2)cc1	0.1	14.4	-0.9	2.8

Already shown: entries from further up.
SMILES	FBW7 activator	MITF primary	GPR151 activ	TEAD-YAP block
Cc1cccc(NC(=O)COc2ccccc2C=C2C(=O)NC(=S)NC2=O)c1	0.2	34.4	-0.4	-75.5
O=c1oc2cc(O)ccc2cc1S(=O)(=O)c1ccc(Cl)cc1	-0.1	-5.8	-0.1	5.8
COc1cc(/C=C2\C(=O)NC(=O)N(c3ccccc3)C2=O)cc([N+](=O)[O-])c1O	-0.2	11.9	-0.8	4.5

Other results:
SMILES	FBW7 activator	MITF primary	GPR151 activ	TEAD-YAP block
O=C(NCc1ccccc1)C1CN(Cc2ccccc2)CCN1C(=O)NCc1ccco1 (stereo not given)	0.2	6.7	2.6	10.9
Cc1cc(O)cc(O)c1/C=N/NC(=O)c1ccc2c(c1)OCCO2	0.1	8.7	-1.5	55.8*
CCOc1ccc(NC(=O)CN2CCN(CC(=O)c3ccc(OCC)cc3)CC2)cc1	0.0	-1.8	-0.5	13.2
COc1ccc(C(NC(=O)Cc2ccccc2)NC(=O)Cc2ccccc2)cc1OC	0.1	-5.4	-0.1	3.7
O=C(NC1CCN(Cc2ccccc2)CC1)c1csc(NCCN2CCOCC2)n1	-0.1	-4.7	1.0	7.6
COc1ccc(Cl)cc1Nc1nc(-c2ccncc2)cs1	-0.1	-2.0	-1.1	-9.3
COc1ccc(NC(=S)N(CCCN2CCC(C)CC2)Cc2cccs2)cc1Cl	0.0	-4.4	0.8	-16.2
O=C(c1cn(-c2ccccc2)nc1C12CC3CC(CC(C3)C1)C2)N1CCOCC1	0.1	58.9*	0.1	-2.6
COC(=O)[C@@H](NC(=O)c1cc(COc2c(F)cccc2F)on1)c1ccccc1	-0.2	13.3	1.1	-1.4
CCCN1C(=O)c2ccc(C(=O)Nc3cc(Cl)ccc3O)cc2C1=O	0.1	-23.3	-1.0	-10.5
CSc1nc(N)c2c(n1)NC1=C(C(=O)CC(C)(C)C1)C2c1ccccc1 (stereo not given)	1.0	14.9	-2.7	6.6
Nc1c(C(=O)N2CCOCC2)sc2nc(-c3cccs3)cc(C(F)(F)F)c12	-0.3	-6.8	-0.5	-2.4
O=C(O)CNS(=O)(=O)c1cc(C(=O)O)ccc1Cl	-0.1	1.2	0.1	-0.1
CCCOc1ccc(C(=O)Nc2ccc(NC(=O)c3ccccc3)c(Br)c2)cc1	0.1	9.1	-0.6	-4.5
C=CCNC(=O)/C(C#N)=C/c1c(C)nn(-c2ccccc2)c1N1CCCC1	0.1	-17.1	3.9	-8.9
CCCCOc1ccc(C(=O)Nc2ccc3oc(-c4ccc(C(C)(C)C)cc4)nc3c2)cc1	0.2	19.0	0.2	6.9
Cc1ccc(C2CC(c3ccccc3)Nc3nc(N)nn32)cc1 (stereo not given)	-0.1	11.1	0.3	6.9

Screening results: PubChem BioAssay, The Scripps Research Institute Molecular Screening Center
